EPAC1 antag: blocks human EPAC1 exchange factor; O95398; 360,000 tested, 0.14% active; Potency, µM (series often up to 115 µM), for inactives: at the highest dose activity change, negative = inhibition, actives largely listed as inhibitors; EPAC1 GEF assay, Rap1b-BODIPY-GDP exchange fluorescence;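 further: potency means the concentration at half of the fitted maximal effect; plate controls were vehicle for no effect and positive control for full effect; nearly all actives have a fitted effect of over 50% in size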
CCT chaperon mod: cytosolic chaperonin activity modulation | purified chaperonin ATPase assay, HTRF ADP detection, 30 min | activity change, % (no concentration beside the values), hits read low | 360,000 tested, 0.3% active | AID 651819; in the data active means activity change below about -30%; further: on the % scale 0 is the no-effect control and ±100 the full control effect
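ATPase activity: ADP formed was measured by HTRF Transcreener (665/615 nm ratio) after 30 min at 37 deg C with 10 uM ATP. Compounds screened at one 76 uM concentration against 40 or 20 nM TRiC in Tris pH 7.4/KCl/MgCl2/DTT buffer.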
PI5P4K alpha inh: PI5P4K alpha (human) kinase inhibition. PI5P4Kalpha enzyme, ADP-Glo luminescence, 60 min; hits give low values. P48426. max response, %. 330,000 tested, 1.2% active; active means max response of -50% or lower; inconclusive means between -30% and -50%; inactive means -30% or higher; further: value at the top dose of about 77 µM; on the % scale 0 is the no-effect control and ±100 the full control effect
Target sequence (P48426 whole entry, looked up): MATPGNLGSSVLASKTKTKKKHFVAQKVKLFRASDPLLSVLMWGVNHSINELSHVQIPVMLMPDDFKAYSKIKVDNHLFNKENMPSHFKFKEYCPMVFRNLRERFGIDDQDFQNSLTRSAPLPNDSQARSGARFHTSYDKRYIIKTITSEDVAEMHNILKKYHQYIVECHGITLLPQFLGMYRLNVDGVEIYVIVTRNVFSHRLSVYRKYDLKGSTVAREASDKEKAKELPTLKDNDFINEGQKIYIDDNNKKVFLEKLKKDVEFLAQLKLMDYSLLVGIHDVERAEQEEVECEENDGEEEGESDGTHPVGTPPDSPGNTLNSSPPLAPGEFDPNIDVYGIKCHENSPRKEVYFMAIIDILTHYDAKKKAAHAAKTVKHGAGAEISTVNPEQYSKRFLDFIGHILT
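Luminescence from ADP-Glo served as readout of PI5P4Kalpha activity in a qHTS format. Reaction: enzyme, substrate, compound, ATP at 5 microM final, 60 min at RT.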
EPAC1 ag: EPAC1 (human) agonism. EPAC1 agonist qHTS, biochemical assay; response scale: 100% = response to 6.5 mM cAMP. Potency, µM (highest dose often 154 µM), for the others: at the highest dose activation, actives largely listed as activators. 360,000 tested, 0.073% active. AID 720707; further: potency means the concentration at half of the fitted maximal effect; nearly all actives have a fitted effect of over 60% in size
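Normalized to 6.5 mM cAMP, activity reflects EPAC1-catalysed release of BODIPY-GDP from Rap1B, followed kinetically over 30 min at 480 nm excitation, 540 nm emission. Reaction contained 100 nM EPAC1, 250 nM Rap1B-BODIPY-GDP, 50 uM GDP.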
EPAC2 antag: blocks human EPAC2 exchange factor; Q8WZA2; EPAC2 GEF exchange of Rap1B-BODIPY-GDP, fluorescence; Potency, µM (highest dose often 114 µM), for the others: at the top dose activity, negative = inhibition, actives largely listed as inhibitors; 360,000 tested, 0.18% active; further: potency means the concentration at half of the fitted maximal effect; on the % scale 0 is the no-effect control and ±100 the full control effect; nearly all actives have a fitted effect of over 45% in size; many of its hits are not listed in these tables
PLK1 PBD inh: PLK1 (human) polo-box domain binding inhibition; Plk1 PBD binding of FITC phosphopeptide, fluorescence polarization; P53350; AID 720504; Potency, µM, without a hit: max response, negative = inhibition, most hits filed as inhibitors; 360,000 tested, 2.8% active; further: potency means the concentration at half of the fitted maximal effect; series mostly up to about 57 µM; on the % scale 0 is the no-effect control and ±100 the full control effect; nearly all actives have a fitted effect of over 65% in size
Target sequence (P53350 whole entry, looked up, the tested form may be a part): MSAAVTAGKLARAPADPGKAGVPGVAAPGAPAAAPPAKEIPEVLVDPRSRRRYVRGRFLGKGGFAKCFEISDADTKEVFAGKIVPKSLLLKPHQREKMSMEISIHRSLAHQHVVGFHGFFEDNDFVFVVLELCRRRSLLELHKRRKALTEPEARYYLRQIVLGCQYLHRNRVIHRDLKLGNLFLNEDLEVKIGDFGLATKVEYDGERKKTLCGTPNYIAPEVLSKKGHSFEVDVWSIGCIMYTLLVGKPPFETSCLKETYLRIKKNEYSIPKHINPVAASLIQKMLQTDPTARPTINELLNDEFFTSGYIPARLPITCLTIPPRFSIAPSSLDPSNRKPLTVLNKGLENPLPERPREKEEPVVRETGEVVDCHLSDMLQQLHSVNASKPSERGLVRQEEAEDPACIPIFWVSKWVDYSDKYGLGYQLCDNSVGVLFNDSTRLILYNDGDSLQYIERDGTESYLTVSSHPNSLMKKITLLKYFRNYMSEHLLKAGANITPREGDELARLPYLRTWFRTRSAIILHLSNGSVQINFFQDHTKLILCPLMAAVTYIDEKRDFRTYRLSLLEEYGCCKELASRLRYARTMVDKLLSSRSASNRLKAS
Mm-Cpn inhibitor: blocks the Methanococcus maripaludis chaperonin Mm-Cpn; purified Mm-Cpn ATPase, ADP Transcreener TR-FRET; AID 504842; Potency, µM (series often up to 76.9 µM), for inactives: at the highest dose activity, negative = inhibition, hits mostly inhibitors; 330,000 tested, 0.031% active; further: potency means the concentration at half of the fitted maximal effect; on the % scale 0 is the no-effect control and ±100 the full control effect; nearly all actives have a fitted effect of over 80% in size
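Measured: ADP formation by purified Mm-CPN. Conditions: 25 nM protein, 10 uM ATP, Tris pH 7.4 with Mg2+, K+ and DTT, 37°C for 30 min. Detection: Transcreener HTRF after 30 min at room temperature.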
WRN helicase inh: blocks human WRN helicase; 360,000 tested, 0.46% active; Potency, µM (top dose mostly 114 µM), for inactives: at the highest dose activity change, negative = inhibition, usual class: inhibitors; Q14191; AID 651768; WRN helicase unwinding, fluorescent forked duplex, kinetic; further: potency means the concentration at half of the fitted maximal effect; on the % scale 0 is the no-effect control and ±100 the full control effect; nearly all actives have a fitted effect of over 55% in size
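Primary qHTS, 1536-well format. 20 nM WRN + compound, 15 min RT; start with 100 nM forked fluorophore/quencher duplex, 2 mM ATP (final); kinetic read ex 525/em 598 nm.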
Numbers without * were called inactive; ? = inconclusive; / = not tested or not shown; [ ] = dose if it differs, or a comment. Unless noted, the call rests on the fitted dose curve; in most records, active means well fitted curve in the direction sought with a large enough effect; inconclusive means small, poorly fitted or top-dose-only effect, or another doubt; inactive means no such curve, though single readings can be large; an effect the other way counts as inactive or inconclusive.

Compound | EPAC1 antag | CCT chaperon mod | PI5P4K alpha inh | EPAC1 ag | EPAC2 antag | PLK1 PBD inh | Mm-Cpn inhibitor | WRN helicase inh
O=C(Cc1ccccc1)Nc1nc(=O)c2ccccc2s1 | -6% | 2.3 | 2 | -9% | 14% | -21% | -5% | -6%
Cc1ccccc1NC(=S)NCc1cccn1C | 6% | 1.9 | 8 | 3% | 3% | -2% | -1% | 2%
CCCCCCSc1ccc([C@@H]2[C@H]3C(=O)N(C)C(=O)[C@H]3[C@]3(C(=O)OC)CCCCN23)cc1 | ? | -3.3 | 13 | -68%[inhibitor] | ? | -3% | 1% | -5%
O=C(CSc1nnc(-c2ccccc2F)o1)NC1CCCCC1 | -12% | 0.1 | -1 | 3% | 9% | -8% | 0% | -5%
COc1ccccc1C(=O)NC(=O)COC(=O)c1ccc(C)o1 | -4% | -1.6 | -2 | 0% | 6% | -5% | 1% | -1%
COc1cccc(N2CCN(C(=O)c3ccc(N4C(=O)NC5CC4(C)Oc4ccccc45)cc3)CC2)c1 (stereo not given) | -5% | -3.8 | 3 | -1% | -1% | -1% | 2% | -9%
CC(C)C(=O)NC(NCC1CCCO1)C(Cl)(Cl)Cl (stereo not given) | 5% | -2.2 | 3 | -9% | -6% | -7% | -9% | -10%
COc1ccc(C[C@H]2CN3C(=NC[C@H]3C)N2CCNC(=O)CCC2CCCCC2)cc1 | ? | -1.7 | 8 | -18% | 13% | -12% | / | -7%
O=C(NCCSc1c[nH]c2ccccc12)c1c(F)cccc1F | 2% | -1.7 | 3 | -8% | -6% | -6% | 4% | -1%
COc1ccc(/C(C)=N/Nc2nc3ccccc3nc2C)cc1 | -11% | 0.3 | 8 | 12% | -11% | -21% | 0% | 1%
COc1ccc(/C=N/NC(=O)c2cc3c(OC)ccc(OC)c3[nH]2)cc1O | 5% | -0.3 | ? | -4% | 18% | 0% | -9% | -25%
CCCN(CCC)CCNC(=O)C1c2ccccc2C(=O)N(CCOC)C1c1ccc(F)cc1 (stereo not given) | 3% | 0.9 | 0 | -16% | 3% | -2% | 2% | 3%
O=c1nc(N2CCOCC2)nc2n1CCO2 | -1% | -1.8 | 6 | 6% | 4% | 3% | -1% | -6%
COCCn1nnnc1C(c1cc2ccc(OC)cc2[nH]c1=O)N1CCc2ccccc2C1 (stereo not given) | 2% | -0.4 | / | 8% | -6% | -2% | -2% | -10%
COc1cc(OC)cc(-c2c(-c3ccc(F)cc3)c3cc(-c4ccc(SC)cc4)ccc3n2C)c1 | -13% | -1.1 | -1 | 1% | -1% | -4% | -2% | 0%
CN(Cc1ccccc1)C(=C(Cl)Cl)/C(=C1/NCCN1C)[N+](=O)[O-] | 18% | 1.5 | 5 | -3% | 6% | 0% | 3% | 14%
COc1ccc(NC(=O)N2CCCC(c3nc(-c4ccc(C(C)C)cc4)no3)C2)cc1 (stereo not given) | -13% | 3.1 | / | 9% | -9% | -1% | -5% | -28%
Cc1cccc(C(C(=O)NC2CCCC2)N(Cc2cccnc2)C(=O)c2csnn2)c1 (stereo not given) | 6% | -0.4 | 1 | 1% | -1% | -6% | -1% | 7%
COc1ccc(NC(=O)N(Cc2cc3ccc(OC)cc3[nH]c2=O)CC2CCCO2)cc1 (stereo not given) | -5% | -2.3 | 1 | 1% | 1% | -9% | 1% | 4%
CC(C)=C1C2CCC1C1C(=O)N(CCc3ccccc3)C(=O)C21 (stereo not given) | 12% | 0.2 | -2 | -8% | 2% | 2% | 0% | 3%
COc1ccc(-c2c(C)oc3c(CN4CCCC(C)C4)c(O)ccc3c2=O)cc1OC (stereo not given) | 12% | -2.8 | -7 | -10% | -5% | -1% | -1% | -8%
Cc1cc(C)n2nc(SCC(=O)Nc3ccc(S(=O)(=O)N(C)C)cc3)nc2n1 | -25% | 0.6 | 0 | 6% | -1% | -7% | 1% | -2%
O=C(COc1ccccc1)Nc1nc2cc3c(cc2s1)OCO3 | 5% | -2.3 | 5 | 9% | 0% | -6% | / | -27%
CCCCSc1nc2c([nH]1)c(=O)n(C)c(=S)n2C | 0% | -2.2 | 2 | 5% | -2% | -11% | / | -9%
CC(C)=CC[N+]1(C)CCCCC1 | -8% | 1.4 | 1 | -4% | 21% | 2% | -1% | -5%
CCCCNC(=O)CCn1ccc2cc(S(=O)(=O)N3CCCC3)ccc21 | 0% | 1.8 | 1 | 7% | 1% | 0% | -1% | -3%
COC(=O)Cn1c(C)c(/C=C/c2cc[n+](C)cc2)c2ccccc21 | 12% | 1.9 | -3 | ? | 4% | 51%[activator] | -7% | -13%
CC(C)C[C@@H](CN1CCC[C@@H]1CN1C(=S)NC[C@@H]1Cc1ccc(O)cc1)N1C[C@H](Cc2ccc(O)cc2)N(CC2CCCCCC2)C1=S | -30% | 0.9 | -29 | -8% | -10% | -12% | / | -13%
O=C(C1CCCN(S(=O)(=O)c2cc(Cl)ccc2Cl)C1)N1CCOCC1 (stereo not given) | -25% | 0.0 | 0 | 7% | 0% | -3% | 1% | 2%
O=C(NCc1ccccc1)N(Cc1cc2cc3c(cc2[nH]c1=O)OCO3)CC1CCCO1 (stereo not given) | 0% | 1.5 | -11 | -3% | -4% | -2% | 0% | -3%

Results in EPAC1 ag, CCT chaperon mod and Mm-Cpn inhibitor, for 5 of the compounds above:
Molecule	EPAC1 ag	CCT chaperon mod	Mm-Cpn inhibitor
CCCCNC(=O)CCn1ccc2cc(S(=O)(=O)N3CCCC3)ccc21	7%	1.8	-1%
CCCCSc1nc2c([nH]1)c(=O)n(C)c(=S)n2C	5%	-2.2	/
O=C(COc1ccccc1)Nc1nc2cc3c(cc2s1)OCO3	9%	-2.3	/
COc1cccc(N2CCN(C(=O)c3ccc(N4C(=O)NC5CC4(C)Oc4ccccc45)cc3)CC2)c1 (stereo not given)	-1%	-3.8	2%
COc1ccccc1C(=O)NC(=O)COC(=O)c1ccc(C)o1	0%	-1.6	1%

Continuation.
Compound | EPAC1 antag | CCT chaperon mod | PI5P4K alpha inh | EPAC1 ag | EPAC2 antag | PLK1 PBD inh | Mm-Cpn inhibitor | WRN helicase inh
CN(O)C(=S)c1ccccc1 | -2% | -1.3 | 1 | 3% | -3% | -5% | / | -3%
CCCCCCCC[n+]1cccc(C(=O)N2c3c(nc(N)[nH]c3=O)NC(C)C2C)c1 (stereo not given) | 1% | -0.2 | -4 | -14% | -1% | -14% | 2% | -4%
O=C(CNc1cc(S(=O)(=O)N2CCOCC2)ccc1NCC1CCCO1)Nc1ccc(F)c(F)c1 (stereo not given) | 0% | 0.1 | 3 | -19% | 17% | -6% | -1% | -2%
Cc1cc(Cl)nc(-c2ccccc2)n1 | 0% | -0.4 | 7 | 10% | 3% | 0% | 0% | -9%
CCc1nc2ccccc2c(C(=O)OC2CCCCC2=O)c1C (stereo not given) | -18% | 1.9 | -3 | 0% | -4% | -20% | 2% | -6%[57.1 µM]
NC(=NCCc1ccccc1)NS(=O)(=O)c1ccc(F)cc1 | -5% | -0.8 | 7 | 1% | -2% | -7% | 1% | 0%
COc1ccc(OC)c2nc(-c3ccncc3)ccc12 | -5% | -1.3 | 1 | 2% | 6% | -1% | -2% | -7%
CCOC(=O)N1CCC(NC(=O)c2oc3c(C)c(C)ccc3c2C)CC1 | -7% | -2.0 | 11 | -1% | -7% | -3% | / | -26%
O=C(NCCCN1CCOCC1)c1cc(S(=O)(=O)N2CCCCC2)ccc1Cl | 7% | 1.0 | 2 | 10% | 1% | -6% | / | 6%
COc1ccccc1C(=O)NC(=O)Nc1nc(-c2ccccc2)cc(C(F)(F)F)n1 | 17% | 0.7 | -4 | 3% | 13% | ? | 0% | 6%
CN(C(=O)c1ccc(OC2CCN(CCc3ccccc3)CC2)cc1)C1CCCCC1 | -25% | -3.3 | 0 | 9% | 1% | -23% | 3% | -1%
Cc1nnc(N/N=C/c2c[nH]c3ccccc23)[nH]c1=O | -16% | -3.3 | -4 | -6% | -2% | -4% | -1% | -19%
CCOc1ccccc1N | 6% | -3.4 | 3 | -27% | -7% | -2% | 1% | 4%
O=C(CSCCO)Nc1ccccc1 | 2% | -2.4 | -2 | -3% | 11% | -2% | / | 5%
O=C(NC1CCCC1)C1CCCN1C(=O)Nc1ccc(Cl)cc1 (stereo not given) | -2% | -2.9 | 0 | -2% | -1% | -12% | 0% | 2%
Cc1cc(=O)oc2c(C(=O)c3ccccc3)c(OCC(N)=O)ccc12 | -8% | 0.8 | -7 | -3% | 3% | -3% | -5% | 8%
Cc1ccc(NC(=S)N(CCN(C)C)C(C)c2cccnc2)c(C)c1 (stereo not given) | 0% | 0.0 | 0 | -3% | 2% | -8% | 5% | -26%
COc1ccc(NC(=O)CCNC(=O)Cn2ccc3ccccc3c2=O)c(OC)c1 | 0% | -0.7 | 0 | 1% | 0% | -8% | -1% | -5%
NC(=O)C1(N2CCCCC2)CCN(C(=O)c2ccc(C#CC3(O)CCCCC3)cc2)CC1 | 6% | -3.1 | 0 | -6% | -1% | -2% | -6% | -22%[57.1 µM]
COc1cccc(/C=C2\CCCCC2=O)c1 | -20% | 2.9 | 2 | 7% | -3% | 6% | 2% | -8%
Cc1ccc(S(=O)(=O)NCc2ccco2)cc1C(N)=O | -17% | 1.0 | -8 | -2% | 0% | 27µM* | 1% | -1%
NS(=O)(=O)OCCCc1ccc(C(F)(F)F)cc1 | -12% | -1.1 | 5 | -6% | -10% | -3% | 1% | -7%
COc1ccc(C(C)C)cc1S(=O)(=O)N1CCC(C(=O)NCc2cccnc2)CC1 | -1% | -0.4 | 3 | 0% | 1% | 0% | -3% | -10%
O=C(c1cc(COc2ccc3ncccc3c2)on1)N1CCCC1 | -29% | 1.1 | 1 | -1% | -30% | -13% | -10% | 3%
COc1ccc(CN(C)C(=O)c2cccc(C(=O)N(C)Cc3ccc(OC)cc3)c2)cc1 | 6% | -1.4 | 5 | -7% | 2% | -3% | 2% | -3%

Complete entries from above:
`O=C(NC1CCCC1)C1CCCN1C(=O)Nc1ccc(Cl)cc1` (stereo not given) is entered as EPAC1 antag: -2%; CCT chaperon mod: -2.9; PI5P4K alpha inh: 0; EPAC1 ag: -2%; EPAC2 antag: -1%; PLK1 PBD inh: -12%; Mm-Cpn inhibitor: 0%; WRN helicase inh: 2%
`Cc1ccc(NC(=S)N(CCN(C)C)C(C)c2cccnc2)c(C)c1` (stereo not given) is entered as EPAC1 antag: 0%; CCT chaperon mod: 0.0; PI5P4K alpha inh: 0; EPAC1 ag: -3%; EPAC2 antag: 2%; PLK1 PBD inh: -8%; Mm-Cpn inhibitor: 5%; WRN helicase inh: -26%

As entered above.
Result for `O=C(NC1CCCC1)C1CCCN1C(=O)Nc1ccc(Cl)cc1` (stereo not given) under PLK1 PBD inh: -12%
Result for `COc1ccc(OC)c2nc(-c3ccncc3)ccc12` under Mm-Cpn inhibitor: -2%

Source: PubChem BioAssay

Some of the compounds tested, so the mix of outcomes need not match the whole.
